Screening data (PubChem BioAssay)
MrgX1 antagonist = blocks BAM8-22 activation of human MrgX1 receptor; actives 1.3% (n = 310,000); MRGX1-HEK293 calcium flux, Fluo-4, BAM8-22 antagonism; stronger effect = lower value; B-score at 10 µM; AID 588676;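 active = calcium-response B-score plate-corrected more than 3 library SD below zero, starting fluorescence within 5 deviations, no agonist response on first addition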;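 note: peak minus trough fluorescence over baseline after final BAM8-22 challenge near maximal dose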
TRPC4 act = opens the mouse TRPC4 cation channel; HEK293 TRPC4beta/mu-opioid, Fluo4 calcium fluorescence; stronger effect = higher value; actives 0.49% (n = 310,000); Q9QUQ5; B-score at 10 µM;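 active = B-score above 5 SD of library B-scores, and initial fluorescence ratio not above library mean plus 5 SD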;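 note: positive B-score marks a calcium rise read as TRPC4 activation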
Target sequence (Q9QUQ5 whole entry, looked up): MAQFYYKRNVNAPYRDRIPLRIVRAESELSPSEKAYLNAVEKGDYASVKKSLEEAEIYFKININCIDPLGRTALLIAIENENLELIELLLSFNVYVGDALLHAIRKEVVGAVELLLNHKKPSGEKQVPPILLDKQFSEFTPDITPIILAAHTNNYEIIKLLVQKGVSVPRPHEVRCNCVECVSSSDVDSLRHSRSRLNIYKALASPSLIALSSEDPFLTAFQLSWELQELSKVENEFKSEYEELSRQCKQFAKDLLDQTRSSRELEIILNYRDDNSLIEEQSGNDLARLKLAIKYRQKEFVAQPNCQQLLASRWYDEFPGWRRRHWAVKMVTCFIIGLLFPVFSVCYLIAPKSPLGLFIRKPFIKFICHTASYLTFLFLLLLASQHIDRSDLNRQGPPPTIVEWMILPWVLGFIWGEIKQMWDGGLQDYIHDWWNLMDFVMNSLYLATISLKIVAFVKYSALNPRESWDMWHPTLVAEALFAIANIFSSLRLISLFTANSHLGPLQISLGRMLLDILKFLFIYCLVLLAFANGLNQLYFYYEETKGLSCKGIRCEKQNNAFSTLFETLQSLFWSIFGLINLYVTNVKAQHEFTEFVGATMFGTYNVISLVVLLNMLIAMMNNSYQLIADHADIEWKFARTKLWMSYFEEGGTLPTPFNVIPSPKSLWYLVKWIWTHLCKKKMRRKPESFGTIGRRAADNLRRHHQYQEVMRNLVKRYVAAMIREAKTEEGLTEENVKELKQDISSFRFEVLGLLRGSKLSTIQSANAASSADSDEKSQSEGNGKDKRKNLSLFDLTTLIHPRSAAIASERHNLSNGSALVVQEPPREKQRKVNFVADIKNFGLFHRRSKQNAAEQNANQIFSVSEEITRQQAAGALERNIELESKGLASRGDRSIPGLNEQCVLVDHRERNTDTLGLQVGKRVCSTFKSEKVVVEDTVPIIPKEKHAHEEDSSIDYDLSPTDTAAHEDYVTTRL
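Assay system – TRPC4beta and mu-opioid receptor HEK293 stable cells · Measured by – Fluo4 fluorescence, kinetic · Schedule – dye loading 45 min room temperature, 110 s kinetic read · Read-out – B-scored integrated calcium fluorescence ratio · Controls – buffer and maximal DAMGO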
TRPC4 PAM = allosterically enhances the mouse TRPC4 cation channel. HEK293 TRPC4beta/mu-opioid, DAMGO EC20, Fluo-4 Ca2+ flux; stronger effect = higher value. Q9QUQ5. actives 0.42% (n = 310,000). B-score at 10 µM. AID 2227;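 active = B-score of calcium response area above 5 SD of library B-scores, with initial fluorescence ratio within 5 SD of library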;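 note: B-score of integrated fluorescence ratio over time as area under calcium response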
KLF5 inhibitor = kruppel-like factor 5 inhibition | DLD-1 KLF5 promoter-luciferase reporter, luminescence | actives 0.23% (n = 290,000) | inhibition, % at 5 µM;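 active = inhibition above a per-plate limit of that plate's mean compound inhibition plus 3 SD, cut at about 60% in these data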;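 note: 0% = DMSO wells and 100% = LY294002 at 200 µM; higher means less KLF5 promoter-driven luciferase light; inactives centre near -14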
TRPC6 inhibitor = mouse TRPC6 channel inhibition | B-score at 10 µM | Q61143 | actives 1.1% (n = 310,000) | HEK293-TRPC6, membrane potential dye, ACh-evoked depolarization; stronger effect = lower value;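 active = B-score under library mean minus 3 SD, initial fluorescence not abnormally high, positive integrated signal ratio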;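 note: B-score derived from integrated fluorescence ratio over the kinetic read; more negative B-score means stronger inhibition of depolarization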
aSyn UTR inh = 5' untranslated region of α-synuclein, MLPCN primary screen; inhibition, % (tested at 7.5 µM); actives 0.82% (n = 300,000); alpha-synuclein 5'UTR reporter, inhibitor activity; in the data active = inhibition above about 60%;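 note: H4 neuroglioblastoma cells stably carrying SNCA 5'UTR luciferase fusion; 0% = DMSO wells and 100% = positive control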
HIF act = HIF pathway transcriptional activation. U2OS HRE-luciferase reporter, luminescence; normalized: DMSO 0%, desferrioxamine 100%. activation, % at 7.5 µM (by protocol). actives 0.32% (n = 300,000). AID 1910;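 active = mean activation of at least 10% of the iron chelator positive control signal, with at least half of replicates also reaching 10%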
IEC-6 tox = counter-screen for KLF5 inhibitors: cytotoxicity in IEC-6 cells | IEC-6 cytotoxicity, luminescence viability | inhibition, % at 5 µM | actives 0.78% (n = 290,000); in the data active = inhibition above about 22%;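 note: 0% = plate median of test compound wells and 100% = cytotoxic reference compound wells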
SKKanGAS inh = SKKanGAS growth inhibition. S. pyogenes SKKanGAS, kanamycin growth, BacTiter-Glo, 6 h. inhibition, % at 7.5 µM. actives 1.3% (n = 300,000);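 active = mean replicate score, as percent of positive control median, at least 50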;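 note: strain carries kanamycin resistance gene driven by streptokinase promoter and grows in 40 µg/ml kanamycin; loss of luminescence reflects streptokinase promoter inhibition or plain growth inhibition; 0% = median of DMSO wells and 100% = positive control at its reference dose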
TRPC6 activator = activators of mouse TRPC6 channel. Q61143. HEK293-TRPC6 membrane potential dye fluorescence; stronger effect = higher value. B-score at 10 µM. actives 0.13% (n = 310,000). AID 2550;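 active = B-score of the integrated fluorescence ratio above library mean plus 3 SD, and starting fluorescence ratio within library mean plus 5 SD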;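 note: higher score means more depolarization so channel activation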
TRPC4 inh = TRPC4 (mouse) channel inhibition. HEK293 TRPC4beta/mu-opioid, DAMGO-evoked Fluo4 calcium flux; stronger effect = lower value. Q9QUQ5. actives 0.39% (n = 300,000). B-score at 10 µM;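 active = B-score over 3 SD under the library average, no early fluorescence shift, positive overall ratio signal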
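Assay system: TRPC4beta/mu-opioid receptor HEK293 cell line; compound dosing: single concentration per test compound; detection: Fluo4 Ca2+ flux fluorescence; evaluation: per-well B score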
* hit, by the source's call; i = inactive; nt = not tested or not shown.

nr	mol	SKKanGAS inh	KLF5 inhibitor	TRPC6 inhibitor	TRPC4 act	TRPC4 inh	TRPC4 PAM	HIF act	TRPC6 activator	MrgX1 antagonist	IEC-6 tox	aSyn UTR inh
1	O=C(COC(=O)Cc1cn2ccsc2n1)NC12CC3CC(CC(C3)C1)C2	-7	-40	i	i	i	i	0.0	i	i	-5	-16
2	O=C(N/N=C/c1cccc2ccccc12)c1cccs1	-11	-154	i	i	i	i	-36	i	i	6	-164
3	Cc1ccc(C)n1-c1ccc(-n2cnnn2)cc1	3	-18	i	i	i	i	-0.6	i	i	4	6
4	CN1CCN(c2ncnc3scc(-c4ccccc4Cl)c23)CC1	-2	-7	i	i	i	i	1.3	i	i	9	-5
5	CC(=O)C1=C(C)NC(SCC(N)=O)=C(C#N)C1C (stereo unspecified)	0	3	i	i	i	i	0.1	i	i	0	2
6	CCc1nnc(NC(=O)c2ccc(S(=O)(=O)N3CCOCC3)cc2)s1	2	7	i	i	i	i	0.1	i	i	-4	-1
7	N/C(=N\OC(=O)c1cc([N+](=O)[O-])ccc1Cl)c1ccccn1	-3	-53	i	i	i	i	-0.1	i	i	-5	-82
8	O=C(C(=O)c1cccnc1)c1cccnc1	1	-25	i	i	i	i	-0.1	i	i	0	18
9	CSc1nc(N(C)C)nc(N(C#N)CCOC(C)=O)n1	15	-4	i	i	i	i	-0.1	i	i	2	-3
10	COc1ccccc1OCC(=O)NCCS(=O)(=O)N1CCN(c2ccc(F)cc2)CC1	5	-25	-5.4*	i	i	i	0.8	i	i	4	15
11	O=C(Oc1ccc(/C=N/O)cc1)c1ccccc1Cl	-15	-36	i	i	i	i	0.4	i	i	-3	-32
12	O=C(CN1CCN(c2ccccn2)CC1)NCCc1ccccc1	-8	24	i	i	i	i	0.2	i	i	-3	-9
13	COc1ccc(Cl)cc1NC(=O)C1CCCO1 (stereo unspecified)	10	-24	i	i	i	i	-0.4	i	i	-12	-4
14	CC1(C)CCc2cc(-c3ccnc(=S)[nH]3)ccc2O1	2	-61	i	i	i	i	1.9	i	i	-7	-56
15	Cc1ccc(C(=O)Nc2ccccc2N2CCCCC2)cc1	19	-43	i	i	i	i	0.3	i	i	-1	4

The list goes on.
nr	mol	SKKanGAS inh	KLF5 inhibitor	TRPC6 inhibitor	TRPC4 act	TRPC4 inh	TRPC4 PAM	HIF act	TRPC6 activator	MrgX1 antagonist	IEC-6 tox	aSyn UTR inh
16	O=C(COC(=O)c1ccc(Cl)c(S(=O)(=O)N2CCN(c3ccc(F)cc3)CC2)c1)Nc1cccc(Cl)c1	9	-20	i	i	i	i	-0.5	i	i	0	7
17	CCOC(=O)C(C(=O)Nc1ccccc1C)C1CCCCC1 (stereo unspecified)	-2	-31	i	i	i	i	0.0	i	i	-7	-4
18	Cc1ccc(C(=O)OCc2c(C)noc2C)cc1NC(=O)c1ccco1	-18	-30	i	i	i	i	-0.1	i	i	-1	-35
19	COc1cc(/C=C/C(=O)O)cc(S(=O)(=O)NC2CCCC2)c1OC	-1	4	i	i	i	i	-0.5	i	i	-5	-8
20	CCn1cc(C(=O)Nc2cccc(C)c2)c(=O)c2ccc(C)nc21	6	-23	i	i	i	i	0.3	i	i	-1	-17
21	O=C(NC1CCCCCC1)c1c(F)c(F)c(F)c(F)c1F	5	-9	i	i	i	i	-0.2	i	i	-2	2
22	COc1ccc(NC(=O)CC2C(=O)N(c3ccccc3)C(=O)N2Cc2ccco2)cc1 (stereo unspecified)	-5	-5	i	i	i	i	0.0	i	i	-4	-4
23	COc1cccc(/C=N/NC(=O)CSc2cccc3cccnc23)c1	4	6	i	i	i	i	0.3	i	i	6	12
24	O=C(OCc1c(Cl)cccc1Cl)c1cccnc1Cl	22	-3	i	i	i	i	-0.7	i	i	0	17
25	COc1ccc(C(CNC(=O)c2ccc(NS(=O)(=O)c3cccc([N+](=O)[O-])c3)cc2)N2CCOCC2)cc1 (stereo unspecified)	-1	-35	i	i	i	i	-0.3	i	i	-1	8
26	CN(C)C(=O)C(=O)c1c(-c2ccccc2)cc2ccccn12	5	-25	i	i	i	i	-0.1	i	i	-6	-12
27	CN(C(=O)COC(=O)c1cccc(S(=O)(=O)N2CCCCC2)c1)C1CCS(=O)(=O)C1 (stereo unspecified)	3	nt	i	i	i	i	-1.1	i	-6*	nt	11
28	COCCN(C(=O)CSc1nnc2cc(C)c3ccccc3n12)c1c(N)n(Cc2ccccc2)c(=O)[nH]c1=O	-10	3	i	i	i	i	1.3	i	i	5	-1
29	O=C1[C@H]2[C@H](ON3CCCC[C@H]23)C(=O)N1c1ccc(Cl)cc1	2	-7	i	i	i	i	0.2	i	i	-5	3
30	Cc1ccc(-c2nnn(CC(=O)N(c3ccc(F)cc3)C(C(=O)NC(C)(C)C)c3ccco3)n2)o1 (stereo unspecified)	-5	-23	i	i	i	i	1.2	i	i	-3	-18

Continuation.
nr	mol	SKKanGAS inh	KLF5 inhibitor	TRPC6 inhibitor	TRPC4 act	TRPC4 inh	TRPC4 PAM	HIF act	TRPC6 activator	MrgX1 antagonist	IEC-6 tox	aSyn UTR inh
31	CC(=O)NN1CCc2cc3ccc(C)cc3nc21	1	-29	i	i	i	i	0.1	i	i	-8	6
32	CCCC(=O)N1CCN(c2ccc(NC(=O)c3cccs3)cc2Cl)CC1	2	-15	i	i	i	i	0.5	i	i	2	-23
33	Cc1cnc(NC(=O)CN2CCN(c3ccccc3F)CC2)s1	1	-22	i	i	i	i	0.1	i	i	-3	1
34	COc1cccc(CNC(=O)CCNC(=O)c2ccccc2OC)c1	1	-22	i	i	i	i	0.1	i	i	4	-5
35	CC(=O)c1cc2c(cc1NC(=O)CN1CCN(c3ccc(F)cc3)CC1)OCO2	-6	11	i	i	i	i	-0.1	i	i	-5	8
36	COc1ccc(NC(=O)Cc2ccc(Cl)cc2)cc1NC(=O)c1ccco1	-13	-22	i	i	i	i	-0.1	i	i	-2	-1
37	Cc1ccc(C)c(NC(=O)CN(C)C(=O)c2oc3c(Cl)cccc3c2C)c1	-9	nt	i	i	i	i	-0.2	i	i	nt	1
38	Cn1cc(S(=O)(=O)c2ccccc2)c(=O)c2cc(Cl)ccc21	9	-14	i	i	i	i	0.3	i	i	2	11
39	COc1ccc(NC(=O)N(C2CCCCC2)C(C)c2ccco2)c(OC)c1 (stereo unspecified)	-4	-19	i	i	i	i	-0.2	i	i	-4	25
40	CC(=O)/C(N=Nc1ccc(-n2ccc(C(F)(F)F)n2)cc1)=C(\C)O	-5	7	i	i	i	i	0.2	i	i	8	-31
41	CCOC(=O)CC1CCCCN1C(=O)CCCn1nnnc1CN1CCOCC1 (stereo unspecified)	-4	2	i	i	i	i	-0.3	i	i	-5	1
42	CC1CCCCN1S(=O)(=O)c1ccc(C(=O)Nc2nnc(-c3ccncc3)o2)cc1 (stereo unspecified)	27	6	i	i	i	i	-0.3	i	i	-1	-1
43	CCOc1ccc(CCNC(=O)COC(=O)/C=C/c2cccc(OC)c2)cc1OCC	-4	nt	i	i	i	i	-2.5	i	i	nt	-6
44	COC(=O)c1cn(NC(=O)c2cc([N+](=O)[O-])ccc2F)c(=O)c2ccccc12	2	32	i	i	i	i	1.5	i	i	6	3
45	Cc1cc(C)c(-n2c(C)cc(/C=C3/NC(=O)NC3=O)c2C)c(C)c1	10	-2	i	i	i	i	-5.0	i	i	-1	5

Next section.
nr	mol	SKKanGAS inh	KLF5 inhibitor	TRPC6 inhibitor	TRPC4 act	TRPC4 inh	TRPC4 PAM	HIF act	TRPC6 activator	MrgX1 antagonist	IEC-6 tox	aSyn UTR inh
46	COc1ccc(N2CCC(CNC(=S)Nc3cccc(OC)c3)C2)cc1 (stereo unspecified)	0	-2	i	i	i	i	-0.3	i	i	0	14
47	COc1ccc(/C(O)=C2/C(=O)C(=O)N(CCCN3CCOCC3)C2c2ccc(C)cc2)cc1 (stereo unspecified)	1	-49	i	i	i	i	-0.6	i	i	-1	-3
48	COC(=O)c1ccc(C)c(NC(=S)NCc2ccc(Cl)cc2)c1	10	-13	i	i	i	i	-0.5	i	i	-3	-7
49	O=C(COc1cccc2ccccc12)Nc1ccc(Cl)cc1C(=O)O	34	-43	i	i	i	i	15*	i	-7.5*	9	41
50	O=C(Nc1ccccc1Oc1cccnc1)C1CCCN(Cc2ccccc2O)C1 (stereo unspecified)	-5	-7	i	i	i	i	-0.1	i	i	-1	4
51	Cc1ccc(-n2c(C3CC3c3ccc(Cl)cc3)n[nH]c2=S)cc1 (stereo unspecified)	-2	20	i	i	nt	i	0.2	i	i	-3	-3
52	O=c1[nH]c2ccccc2nc1C(Cl)c1ccccc1 (stereo unspecified)	-2	-21	i	i	i	i	0.0	i	i	2	26
53	CC(C)c1ccc(S(=O)(=O)/N=C2\C=C(NS(=O)(=O)c3ccccc3)C(=O)c3ccccc32)cc1	1	-3	-5.3*	i	-13*	i	0.3	i	i	-4	8
54	CCN(Cc1cc(=O)[nH]c2ccccc12)C(=O)c1ccc(C)cc1	7	2	i	i	i	i	0.1	i	i	5	11
55	NC(=O)Cc1ccc(C(=O)c2ccc(Cl)cc2)s1	-5	-61	i	i	i	i	0.8	i	i	0	-4
56	Cc1ccc(SCCC(=O)Nc2ccccc2C(=O)NC2CCCCC2)cc1	-9	2	i	i	i	i	nt	i	i	4	-24
57	CCOc1ccc(-n2c(N)c(C(=O)N3CCN(C)CC3)sc2=S)cc1	4	3	i	i	i	i	-0.1	i	i	0	-11
58	CCOC(=O)c1ccc(NC(=O)CSc2nc3c(c(=O)n2-c2ccccc2OC)SCC3)cc1	9	nt	i	i	i	i	-0.2	i	i	nt	33
59	CC(=O)Nc1ccc(Nc2ncnc3c2cnn3-c2ccc(C)cc2C)cc1	2	-14	i	i	i	i	-0.2	i	i	7	20
60	COCC(C)n1c(C)cc(C(=O)COC(=O)c2n[nH]c3ccccc23)c1C (stereo unspecified)	2	5	i	i	i	i	0.0	i	i	0	11
61	Cc1ccnc(NC(=O)c2ccccc2[N+](=O)[O-])c1	-4	-30	i	i	i	i	1.9	i	i	0	9
